TEAD-YAP inh – TEAD-YAP interaction inhibition | HEK-TIYL cells, TEAD-Gal4/YAP UAS-luciferase luminescence | inhibition, % at 9.12 µM | 640,000 tested, 1.4% active; in the data active means inhibition above about 32%;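 further: 0% = median of test compound wells and 100% = reference inhibitor wells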
MITF primary – blocks human microphthalmia-associated transcription factor | inhibition, % at 2.6 µM | AID 1259374 | AlphaScreen MITF homodimerization, bead proximity signal | 650,000 tested, 0.91% active; in the data active means inhibition above about 50%;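 further: 0% = vehicle wells with protein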
Target sequence (O75030 whole entry, looked up): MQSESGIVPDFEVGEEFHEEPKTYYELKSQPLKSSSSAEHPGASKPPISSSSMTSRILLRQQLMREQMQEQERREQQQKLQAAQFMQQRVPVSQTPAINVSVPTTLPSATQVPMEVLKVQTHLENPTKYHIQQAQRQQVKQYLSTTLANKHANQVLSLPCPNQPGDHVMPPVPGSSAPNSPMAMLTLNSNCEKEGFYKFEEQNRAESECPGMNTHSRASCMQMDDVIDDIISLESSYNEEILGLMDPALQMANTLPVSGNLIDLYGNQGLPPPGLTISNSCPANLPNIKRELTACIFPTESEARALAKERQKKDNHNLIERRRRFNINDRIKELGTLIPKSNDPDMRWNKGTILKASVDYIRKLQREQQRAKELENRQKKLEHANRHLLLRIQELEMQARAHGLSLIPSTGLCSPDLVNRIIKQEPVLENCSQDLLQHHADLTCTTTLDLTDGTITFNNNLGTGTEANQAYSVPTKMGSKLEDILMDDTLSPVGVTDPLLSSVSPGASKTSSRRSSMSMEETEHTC
FBW7 activator – human FBW7 E3 ligase activation, primary screen. normalized activity (activation), % at 26.1 µM. AlphaScreen FBW7–phospho-cyclin E peptide binding, activator screen. 650,000 tested, 0.13% active. Q969H0. AID 1259310; in the data active means normalized activity above about 1.9%;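 further: purified mutant Fbw7 with reduced substrate affinity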
GPR151 ag – activators of human GPR151; Q8TDV0; 650,000 tested, 1% active; activation, % at 11.2 µM; AID 1508602; PathHunter beta-arrestin GPR151 cells, luminescence; in the data active means activation above about 4.9%;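 further: 0% = median of compound wells and 100% = cells with positive control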
Target sequence (Q8TDV0 whole entry, looked up): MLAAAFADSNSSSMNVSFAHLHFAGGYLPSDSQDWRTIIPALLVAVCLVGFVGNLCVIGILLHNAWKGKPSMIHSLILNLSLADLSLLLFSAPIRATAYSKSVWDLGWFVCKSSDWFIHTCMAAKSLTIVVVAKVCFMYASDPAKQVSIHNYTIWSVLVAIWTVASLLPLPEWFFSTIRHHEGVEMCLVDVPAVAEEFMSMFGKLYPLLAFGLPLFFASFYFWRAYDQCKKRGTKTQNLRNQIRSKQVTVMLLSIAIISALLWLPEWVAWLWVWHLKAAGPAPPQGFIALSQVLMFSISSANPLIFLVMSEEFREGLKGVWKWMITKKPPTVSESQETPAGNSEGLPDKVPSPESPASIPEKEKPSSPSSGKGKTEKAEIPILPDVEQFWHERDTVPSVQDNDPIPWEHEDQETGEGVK
Numbers without * were called inactive; / = no result given.

The first five records (preview)
SMILES	TEAD-YAP inh	MITF primary	FBW7 activator	GPR151 ag
Cc1csc(NC(=O)C2CCCN2S(=O)(=O)c2cccc3cccnc23)n1 (stereo not given)	-24.4	-8.3	-0.3	-0.2
CC1CC(=O)C2=C(C1)Nc1ccccc1NC2c1ccco1 (stereo not given)	-7.8	-3.8	-0.2	1.4
Cc1cc(/C=C2/NC(=O)NC2=O)c(C)n1-c1cccc(Cl)c1	5.3	10.9	0.2	0.4
Cc1cnc(Nc2ccc(-n3ccnc3)cc2)nc1NCCCN1CCCC1=O	-18.6	-2.2	-0.1	1.5
COc1ccccc1N1C(=O)NC(=O)/C(=C/c2sccc2C)C1=O	7.9	17.7	0.0	0.2

The listing, repeating the preview:
SMILES	TEAD-YAP inh	MITF primary	FBW7 activator	GPR151 ag
Cc1csc(NC(=O)C2CCCN2S(=O)(=O)c2cccc3cccnc23)n1 (stereo not given)	-24.4	-8.3	-0.3	-0.2
CC1CC(=O)C2=C(C1)Nc1ccccc1NC2c1ccco1 (stereo not given)	-7.8	-3.8	-0.2	1.4
Cc1cc(/C=C2/NC(=O)NC2=O)c(C)n1-c1cccc(Cl)c1	5.3	10.9	0.2	0.4
Cc1cnc(Nc2ccc(-n3ccnc3)cc2)nc1NCCCN1CCCC1=O	-18.6	-2.2	-0.1	1.5
COc1ccccc1N1C(=O)NC(=O)/C(=C/c2sccc2C)C1=O	7.9	17.7	0.0	0.2
CNC(=O)C1CCN(C(=O)N2CC(C)Oc3ccc(C)cc32)CC1 (stereo not given)	5.4	-3.1	0.0	1.1
COc1cc(C2Oc3c(OC)cccc3C3CC(c4cccnc4)=NN32)cc(OC)c1OC (stereo not given)	-31.9	7.8	0.1	-0.4
CCC(C)(C)NC(=O)CN(C(=O)CCC(=O)Nc1cc(C)ccn1)c1cc(C)ccc1C	-4.0	-2.6	0.3	0.1
CC(NC(=O)c1cc(S(=O)(=O)N2CCc3ccccc32)cn1C)c1ccccc1 (stereo not given)	-10.8	-12.7	0.0	1.5
CC(C)CC(=O)N(c1ccc(Cl)cc1)C1C=CS(=O)(=O)C1 (stereo not given)	4.7	0.3	0.0	-1.3
NS(=O)(=O)c1ccc(NC(=S)NC(=O)C2CCCCC2)cc1	3.9	-8.6	-0.2	0.6
CCCOC(=O)c1c(NC(=O)C2CCCO2)sc2c1CCCCC2 (stereo not given)	8.1	-0.1	-0.1	1.6

Rewritten field by field: entries from further up.
> CNC(=O)C1CCN(C(=O)N2CC(C)Oc3ccc(C)cc32)CC1 (stereo not given)
  TEAD-YAP inh: 5.4; MITF primary: -3.1; FBW7 activator: 0.0; GPR151 ag: 1.1

> COc1cc(C2Oc3c(OC)cccc3C3CC(c4cccnc4)=NN32)cc(OC)c1OC (stereo not given)
  TEAD-YAP inh: -31.9; MITF primary: 7.8; FBW7 activator: 0.1; GPR151 ag: -0.4

The results go on:
SMILES	TEAD-YAP inh	MITF primary	FBW7 activator	GPR151 ag
Cn1c(SCC(=O)NCCO)nc2ccccc2c1=O	6.6	0.2	0.1	2.6
COc1cc(Br)c(/C=C(\C#N)c2nc3ccccc3[nH]2)cc1OC	-21.4	-6.5	0.5	0.9
CC1CCN(CCNS(=O)(=O)c2cccc3nonc23)CC1	7.1	12.8	0.1	-0.4
C=CCc1ccc(OCCn2c(-c3ccc(Cl)cc3)nc3ccccc3c2=O)c(OC)c1	2.7	3.3	0.0	0.5
Cn1ccnc1SCC(=O)Nc1nc2c(F)c(F)c(F)cc2s1	-15.2	-4.1	-0.1	1.5
COc1cc(SC)ccc1C(=O)NCCC#N	3.4	25.5	0.9	-1.8
CCN(CC)CCn1c2ccccc2c2nc3ccccc3nc21	76.0*	1.8	0.4	-1.0
CC(C)CN1C(=O)c2cccc3cc(Br)cc(c23)C1=O	-5.2	2.4	0.3	0.4
C/C(CC(=O)N(C)c1ccccc1)=N\NC(=O)c1ccc([N+](=O)[O-])c(Cl)c1	-6.1	6.8	-0.2	-0.7
COCc1cc(C)nc(SCc2cnc(C)nc2N)c1C#N	0.8	4.8	-0.2	-0.2
COc1cc(/C=N/NC(=O)c2ccc(Cl)cc2)ccc1O	-9.6	7.4	0.0	1.3
O=C(NC(=S)NCCN1CCOCC1)c1cccc(Cl)c1	-7.0	10.0	0.5	-1.7
Cc1ccc2cc(C#N)c(SCC(=O)NCc3cccs3)nc2c1	-12.7	-2.9	-0.1	0.5
CCOc1ccccc1C1CC(=O)Nc2c1c(=O)n(C)c(=O)n2C (stereo not given)	3.0	19.9	0.2	-0.1
CCC(CO)N1CC(O)=C(c2nc(-c3ccc(C)cc3)cs2)C1=N (stereo not given)	2.5	-1.1	0.0	-1.7
COC(=O)c1c(NC(=O)c2ccccc2C)sc2c1CCC(C)C2 (stereo not given)	2.5	10.5	0.2	-1.7
COCCNC(=O)Cn1cccc1C(=O)c1ccccc1	2.8	17.2	0.5	0.0
CCCc1nc(SCC(=O)NCc2ccco2)[nH]c(=O)c1CC	-11.1	1.2	-0.1	-0.7
C=CCOc1ccccc1/C=C1\N=C(c2ccc(C)cc2)OC1=O	-1.9	-0.7	-0.1	-0.8
Cc1ccc(-n2nc3c(c2NC(=O)c2cccc(Br)c2)CSC3)cc1	-3.4	-17.7	-0.2	0.5
Cc1csc(=Nc2c(C)n(C)n(-c3ccccc3)c2=O)n1Cc1ccccc1	9.7	16.3	0.7	1.1
COc1cc(/C=C2/C(=N)N3N=C(Cc4ccccc4)SC3=NC2=O)ccc1OCCOc1ccc(C)c(C)c1	2.2	13.5	-0.1	-2.0
CSc1ccc(CN2CCN(C(=O)c3cccc(F)c3)CC2)cc1	8.3	34.1	-0.1	-1.3
O=C1C2C(c3ccccc3)C=CC(c3ccccc3)C2C(=O)N1c1ccccc1F (stereo not given)	7.9	-12.9	0.1	-1.7

Entries shown so far that contain an NH in an aromatic ring (two):
SMILES	TEAD-YAP inh	MITF primary	FBW7 activator	GPR151 ag
COc1cc(Br)c(/C=C(\C#N)c2nc3ccccc3[nH]2)cc1OC	-21.4	-6.5	0.5	0.9
CCCc1nc(SCC(=O)NCc2ccco2)[nH]c(=O)c1CC	-11.1	1.2	-0.1	-0.7

The listing continues.
SMILES	TEAD-YAP inh	MITF primary	FBW7 activator	GPR151 ag
Cc1ccc(-c2ccc(NC(=O)/C=C/c3ccco3)cc2)o1	-21.2	16.4	-0.1	-0.6
COc1ccccc1C1C(C#N)=C(N)Oc2n[nH]c(-c3ccc(Cl)c(Cl)c3)c21 (stereo not given)	1.4	-0.6	-0.2	0.9
N#CC1=C(N)N(c2cc(C(F)(F)F)ccc2Cl)C2=C(C(=O)CCC2)C1c1ccc(Cl)cc1 (stereo not given)	-10.0	6.8	0.0	-0.1
COc1ccc(CCNc2nc(Nc3ccc(-n4ccnc4)cc3)nc3c2ncn3-c2ccsc2)cc1	65.1*	1.1	-0.2	1.9
O=C1OC(c2ccccc2Br)=N/C1=C\c1ccccc1	9.0	9.9	0.1	0.0
Cc1nc(CSc2nc3cc([N+](=O)[O-])ccc3o2)c(Br)s1	-8.2	-3.8	-0.1	2.4
Cc1ccccc1-n1nc2c(c1NC(=O)c1ccco1)CS(=O)(=O)C2	-9.0	-11.0	-0.2	2.7
CCCOc1ccccc1C=C1C(=O)NC(=S)NC1=O	5.6	-0.8	0.0	2.6
COc1ccc(C)cc1Nc1n[nH]c(C)c1[N+](=O)[O-]	20.4	8.2	-0.1	1.6
O=C(Nc1ccccn1)C(O)c1ccccc1 (stereo not given)	-13.7	7.8	0.1	0.0
CC(CO)Nc1c2ccccc2nc2ccccc12 (stereo not given)	37.6*	-4.9	0.0	-0.5
O=C1CC(C(=O)NC2CCCCC2)C2(CCCCC2)O1 (stereo not given)	1.6	1.2	0.2	0.9
Cc1ncc(CO)c(/C=N/N=C/c2cccc(Cl)c2Cl)c1O	8.3	53.4*	0.5	-0.7
COc1ccc(NC(=O)CSc2nnc(-c3cccc(NC(C)=O)c3)n2C)cc1	-4.6	-15.8	0.3	0.9
CCOC(=O)C(Cc1c[nH]c2ccccc12)NC(=O)COc1cc(C)ccc1C(C)C (stereo not given)	-3.7	-5.2	0.0	-1.3
O=c1c(NCCN2CCCCCC2)c(-c2ccc(Cl)cc2)c1=O	2.5	-3.2	0.0	4.9
COc1ccc(-c2cnc3ccc(NCc4ccc(S(N)(=O)=O)cc4)nn23)cc1OC	-35.9	-9.4	-0.3	-0.8
O=C(NCc1cccnc1)/C(=C/c1ccc(-c2ccc(Cl)cc2)o1)S(=O)(=O)c1ccccc1	56.2*	11.9	0.1	-0.9
Cc1nc(N)nc2c1C(=O)CC(c1ccccc1)C2 (stereo not given)	-15.2	7.8	0.1	-3.8
CCCC1(NC(=O)Cc2ccccc2)CCCC1	-5.2	-9.1	-0.1	0.6
O=c1oc2ccc(Br)cc2cc1-c1csc(Nc2ccc(Br)cc2)n1	-15.1	-4.3	0.1	-0.7
O=C(COc1nc2ccccc2s1)N1c2ccccc2Sc2ccccc21	1.2	-8.3	0.0	-0.8
Cc1cc(NCc2nc3ccccc3[nH]2)nc(-c2ccccc2)n1	1.2	-6.2	-0.2	0.4
Cc1ccc([N+](=O)[O-])cc1S(=O)(=O)NCC12CC3CC(CC(C3)C1)C2	-2.2	17.1	0.2	0.1
CC(=O)c1ccc(NC(=O)c2oc(=O)c3ccccc3c2-c2ccc(C)cc2)cc1	-6.9	11.1	0.3	-1.7
COc1ccc(OC)c(NC(=O)c2ccc(C)c(Br)c2)c1	-21.4	2.2	0.3	7.9*
N#Cc1ccc(OCC(=O)N2CCN(C=O)CC2)cc1	2.3	12.2	1.0	1.4
Cc1ccn(S(=O)(=O)c2c(C)c(C)cc(C)c2C)n1	-6.7	10.7	-0.2	0.1
Cc1oc(-c2ccccc2Cl)nc1CS(=O)CC(=O)NCc1cccs1 (stereo not given)	-1.2	1.4	1.5	1.2
NS(=O)(=O)c1cc(C(=O)OCC(=O)Nc2ccc3c(c2)OCCO3)ccc1Cl	5.2	-8.6	0.0	0.1
CC1CCCCC1NS(=O)(=O)c1ccc(S(=O)(=O)NCc2ccncc2)cc1 (stereo not given)	0.9	-1.4	-0.5	0.4
CCC1(CC)Cc2ccccc2C(N)=C1C#N	1.6	10.0	0.0	-0.7
CCOc1ccccc1N(CC(=O)Nc1ccc(C(N)=O)cc1)S(C)(=O)=O	1.4	-10.6	0.0	-0.7
COCCCNC(=O)Cn1cnc2sc(C(=O)N3CCCC3)c(C)c2c1=O	14.4	-4.2	-0.1	-0.3
COc1ccc(CCNc2nc(-c3csc4ccccc34)nc3c2ncn3Cc2ccc(C(F)(F)F)cc2)cc1	3.4	13.5	0.2	0.0
S=C1NC2(CCCC2)Nc2sc3c(c21)CCC3	1.4	9.3	0.2	2.1
COC(=O)[C@@H]1CCCN1C1CCC(=O)N(CCCC(C)C)CC1 (stereo not given in full)	6.2	0.6	-0.1	-0.2
O=C(NCc1ccccc1)c1cnc2n(c1=O)CCS2	-3.9	3.1	0.9	1.4
O=S(=O)(Nc1nccs1)c1ccc(NC(=S)Nc2ccccc2)cc1	2.9	-7.8	-0.5	1.0
COC(=O)CN1C(=S)N(c2ccc(Cl)cc2)C(=O)C1CC(=O)Nc1ccc(F)cc1 (stereo not given)	2.1	18.3	0.5	0.0
C/C(CC(=O)Nc1cccc2ccccc12)=N\NC(=O)Cc1ccc([N+](=O)[O-])cc1[N+](=O)[O-]	-2.6	4.2	0.6	-1.0
O=C(CCCn1c(SCc2cccc([N+](=O)[O-])c2)nc2ccsc2c1=O)NCc1ccc2c(c1)OCO2	1.6	2.6	-0.1	-0.4
CCOc1ccc(NC(=O)/C=C/c2ccc(C)o2)cc1	-33.0	4.2	0.0	2.3
O=C(NCc1nc(-c2ccncc2)n[nH]1)c1cccnc1Cl	17.4	0.0	1.0	1.1
Cc1ccc(-c2nnc(C(C)Cl)o2)cc1 (stereo not given)	-33.7	2.6	-0.1	-0.1
Cc1ccccc1CN1CCN(Cc2cccnc2)CC1	3.3	84.3*	-0.2	-0.6
COc1ccc(OCC(=O)NC(C)(C)C)cc1	-0.1	-1.0	0.7	-1.4
COC(CN(C)c1ccc(-c2ccc(C=O)cc2)cn1)OC	-57.9	15.0	-0.2	-0.2
COc1ccc(Cc2noc(-c3cc(-c4ccc(Cl)cc4)nc4ccccc34)n2)cc1	-1.0	8.7	0.0	2.2
Nc1nc2c(nc(N3CCOCC3)n2C2OC(CO)C(O)C2O)c(=O)[nH]1 (stereo not given)	3.7	10.2	2.3*	-0.5
CCCCC(=O)Nc1ccc(NCc2cccc(OC)c2)cc1OC	-6.3	6.1	-0.1	4.6
Cc1ccc(CNC(=O)c2ccc3c(=O)n(Cc4ccco4)c(=S)[nH]c3c2)cc1	0.1	1.5	0.1	0.1
Nc1nc2ncc(CNc3ccc(C(=O)N[C@@H](CCC(=O)O)C(=O)O)cc3)nc2c(=O)[nH]1	/	8.9	0.0	5.6*
CCOC(=O)C1=C(C)N=c2s/c(=C\c3ccc(OCc4ccccc4)cc3)c(=O)n2C1c1ccc2c(c1)OCO2 (stereo not given)	-6.5	-1.3	-0.1	1.4
CC(=O)Nc1ccc(NC(=O)c2nn(Cc3ccccc3)c(=O)c3ccccc23)cc1	-2.4	10.8	0.0	-1.1
O=C(O)CSCC(=O)N1CCCN(c2ccc(C(F)(F)F)cn2)CC1	-7.7	0.0	0.0	1.1
Cc1ccc2nc(C(F)(F)F)c(C(=O)N3CC(C)OC(C)C3)n2c1 (stereo not given)	7.5	-3.0	-0.2	4.8
Cc1cc(C(=O)Nc2cc(C(=O)O)cc(C(=O)O)c2)ccc1[N+](=O)[O-]	4.9	16.6	0.0	0.7

Screening results: PubChem, The Scripps Research Institute Molecular Screening Center
